From PubChem BioAssay
PP5 inh: PP5 (human) phosphatase inhibition; P53041; 320,000 compounds, 0.18% hits; AID 1987; purified PP5c, OMFP substrate fluorescence; inhibition, % at 6.7 µM;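 active = inhibition above the campaign's mean inhibition across all tested compounds plus 3 SD, cut at about 9.5% in these data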;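 note: 0% = DMSO only and 100% = 100 µM cantharidin control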
AHR activator: human AHR activation. AHR-responsive luciferase reporter cells, luminescence. AID 2796. 320,000 compounds, 2.5% hits. P35869. activation, % at 5 µM; in the data active = activation above about 47%;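 note: 0% = vehicle wells and 100% = reference agonist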
proCasp7 act: activates human procaspase-7, counter-screen for procaspase-3 activators; activation, % at 8.5 µM; P55210; 330,000 compounds, 0.093% hits; recombinant procaspase-7, Ac-DEVD-pNA absorbance 405 nm; D23A/D198A/D206A triple mutant, cannot self-cleave; scale: DMSO 0, 5 µM enzyme 100;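 active = percent activation above the screen-wide mean plus 3 SD, cut at about 25% in these data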
Target sequence (P55210 whole entry D23A/D198A/D206A): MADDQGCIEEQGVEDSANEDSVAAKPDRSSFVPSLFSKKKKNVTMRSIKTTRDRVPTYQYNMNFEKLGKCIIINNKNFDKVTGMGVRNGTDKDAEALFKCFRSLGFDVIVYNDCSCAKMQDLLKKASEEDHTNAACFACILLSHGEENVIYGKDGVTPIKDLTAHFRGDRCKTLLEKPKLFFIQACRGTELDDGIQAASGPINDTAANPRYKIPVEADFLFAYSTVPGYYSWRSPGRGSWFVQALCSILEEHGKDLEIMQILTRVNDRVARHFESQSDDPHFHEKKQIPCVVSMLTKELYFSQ
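signal = Epi-absorbance of released pNA at 405 nm, two timepoints | assay system = Uncleavable procaspase-7 mutant enzyme | reagent = Ac-DEVD-pNA substrate, 400 µM as added | times = 1 h enzyme–compound preincubation and 2 h substrate reaction, both 25 °C | benchmarks = low DMSO alone, high DMSO plus 5 µM PC-7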
core dimer inh: blocks dimerization of HCV core protein. TR-FRET GST/Flag-core106 dimerization, 1536-well. inhibition, % at 5 µM. 300,000 compounds, 0.33% hits. AID 1899;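 active = inhibition above the mean of all tested compounds plus 3 SD, set per screening campaign, cut at about 45% in these data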
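Assay system: Tagged HCV core106 pair (GST and Flag) | Buffer or medium: KF-containing HEPES buffer, pH 7.45, DTT, CHAPS, BSA | Also added: Eu donor and XL665 acceptor anti-tag antibodies | Dosing: One concentration, 5 µM, in 0.5% DMSO | Timing: 4 h at 22.5 °C | Technique: TR-FRET 671 and 617 nm emission | Repeats: Singlicate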
PAFAH2 FP inh: inhibitors of human PAFAH2; Q99487; recombinant PAFAH2, FP-rhodamine activity probe, fluorescence polarization; inhibition, % at 3.39 µM; 340,000 compounds, 0.99% hits; AID 492956;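 active = inhibition above the mean over all tested compounds plus 3 SD, cut at about 30% in these data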;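 note: inhibitors block probe labeling of enzyme so polarization drops; 0% = enzyme with DMSO and 100% = wells lacking PAFAH2 protein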
TPT1 inhibitor: blocks Candida albicans tRNA 2'-phosphotransferase | 300,000 compounds, 0.81% hits | inhibition, % at 5 µM | recombinant caTPT1, FP RNA substrate dephosphorylation;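 active = inhibition above the mean of all tested compounds plus 3 SD, set per screening campaign, cut at about 24% in these data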;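 note: plate controls were DMSO alone for no effect and ferristatin control at 100 nM for full effect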
Fh CTSL1 inh: cathepsin L1 inhibition, PFM18AAP counter-screen; recombinant F. hepatica cathepsin L1, Z-Leu-Arg-MCA fluorescence; inhibition, % at 5.96 µM; 300,000 compounds, 0.49% hits;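 active = inhibition above the mean of all tested compounds plus 3 SD, set per screening campaign, cut at about 17% in these data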;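 note: 0% = plate median of test compound wells and 100% = 1 µM Z-Phe-Ala-diazomethylketone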
procasp3 activ: procaspase-3 (human) activation. P42574. recombinant procaspase-3 D3A, Ac-DEVD-pNA absorbance 405 nm. activation, % at 8.5 µM. 330,000 compounds, 0.11% hits. AID 463141;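 active = activation above the mean of all tested compounds plus 3 SD, cut at about 21% in these data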;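 note: 0% = DMSO alone and 100% = DMSO wells spiked with extra 5 µM PC-3 D3A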
Target sequence (P42574 whole entry D9A/D28A/D175A): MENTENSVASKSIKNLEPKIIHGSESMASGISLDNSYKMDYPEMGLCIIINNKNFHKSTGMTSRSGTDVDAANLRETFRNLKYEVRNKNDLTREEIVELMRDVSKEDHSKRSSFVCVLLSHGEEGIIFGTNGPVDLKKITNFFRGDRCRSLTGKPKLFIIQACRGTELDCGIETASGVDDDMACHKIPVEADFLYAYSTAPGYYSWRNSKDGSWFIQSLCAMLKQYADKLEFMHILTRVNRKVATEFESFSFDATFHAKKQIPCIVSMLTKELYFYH
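System: Procaspase-3 D3A mutant. Medium: Zinc-free 300 mM NaCl, 50 mM HEPES, 0.01% Triton X-100. Schedule: 1 h preincubation plus 2 h reaction at 25 °C. Measured by: 405 nm absorbance of p-nitroaniline, reads at 0 and 120 min. Read-out: percent activation relative to control range.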
PP1 inh: PP1-alpha (human) inhibition in PP5 counter-screen; 320,000 compounds, 0.9% hits; inhibition, % at 6.7 µM; purified PP1alpha, OMFP fluorescence;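 active = inhibition above the mean inhibition of all tested compounds plus 3 SD, computed separately for each screening campaign, cut at about 15% in these data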
Target sequence (P62136 whole entry, looked up): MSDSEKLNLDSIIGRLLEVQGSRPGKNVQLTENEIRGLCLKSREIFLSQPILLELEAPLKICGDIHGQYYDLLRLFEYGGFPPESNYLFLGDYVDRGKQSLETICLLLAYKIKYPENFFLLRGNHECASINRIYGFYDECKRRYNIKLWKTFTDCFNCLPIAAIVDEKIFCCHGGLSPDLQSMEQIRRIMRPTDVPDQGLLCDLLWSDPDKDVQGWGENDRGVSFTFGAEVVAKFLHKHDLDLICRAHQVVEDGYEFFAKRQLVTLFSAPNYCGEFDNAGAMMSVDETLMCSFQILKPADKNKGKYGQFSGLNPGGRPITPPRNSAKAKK
Active calls of the source: *; . = no result given.

SMILES	PP5 inh	TPT1 inhibitor	Fh CTSL1 inh	procasp3 activ	AHR activator	core dimer inh	PP1 inh	PAFAH2 FP inh	proCasp7 act
COc1ccc(N2CCN(CCCn3c(=S)[nH]c4ncccc4c3=O)CC2)cc1	1.2	-3	3	1	0	3	-3	-1	-4
CN(C)S(=O)(=O)c1cccc(NC(=O)c2cc(=O)[nH]c3ccccc23)c1	1.0	-1	2	3	2	5	-4	3	-2
COC(=O)c1ccc(NC(=O)C(=O)c2cccn2C)cc1	-2.6	-2	4	-3	10	5	-8	-11	8
CC(C)(C)c1cc(CN(CCO)CCO)c(O)c(C(C)(C)C)c1	1.6	3	-3	-2	0	-5	-4	1	-4
COc1ccc2cc(OCC(=O)NNC(=O)Nc3ccc(F)cc3)ccc2c1	-0.8	2	-1	0	10	11	-2	-6	5
COc1ccc(S(=O)(=O)NNC(=O)c2csc(-n3nc(C)cc3C(F)(F)F)n2)cc1OC	0.2	-6	1	-3	6	6	1	0	1
Cc1noc(C(=O)Nc2ccc(F)c(Cl)c2)c1Cl	1.2	1	-1	4	32	-2	1	7	3
CC1(C)CC2CC(C)(CN2S(=O)(=O)c2ccc(C(=O)Nc3cccc(S(=O)(=O)N4CCOCC4)c3)cc2)C1 (stereo unspecified)	4.2	4	3	-1	-9	30	7	-59	1
CCOC(=O)C1(CC2CCCCO2)CCN(Cc2nc3ccccc3nc2C)CC1 (stereo unspecified)	1.2	4	-2	-4	8	-1	-2	.	0
CCC(C)(O)c1[nH]c2ccc(C(=O)OC)cc2c1C (stereo unspecified)	-1.5	3	-2	3	3	-6	0	4	-6
COc1ccc(C(CNC(=O)COc2ccccc2OC)N2CCCCC2)cc1 (stereo unspecified)	-0.4	-3	-1	0	3	7	-1	-2	2
CC(Sc1nnc(-c2ccccc2)c(-c2ccccc2)n1)C(=O)NCC1CCCO1 (stereo unspecified)	.	.	.	-3	-1	.	.	5	7
O=c1nc(/C=C/c2cc([N+](=O)[O-])ccc2Cl)cc(C(F)(F)F)[nH]1	2.8	-3	0	-1	-5	-3	5	7	-5
C=CCn1c(O)c(N=NC(=O)CNC(=O)/C=C/c2ccco2)c2ccccc21	-2.2	-4	5	1	21	49*	4	3	-11
CCOC(=O)Cn1c(=O)oc2cc(S(=O)(=O)N(C)c3ccc(OC)cc3)ccc21	0.8	2	-2	-1	4	2	1	-2	5
CN(CC(=O)Nc1cccc(F)c1)C(=O)CNS(=O)(=O)c1ccc(N(C)C)c([N+](=O)[O-])c1	2.3	-3	-4	4	3	-4	-1	6	-8
CC(C)c1nc2cc(C(=O)N3CCNC(=O)C3c3ccc(F)cc3)ccc2o1 (stereo unspecified)	0.2	-2	0	11	2	5	-1	2	2
COc1ccc(/C=N/N=C2/NC(=O)C(CC(=O)NC(C)C)S2)cc1 (stereo unspecified)	-0.9	-2	2	3	2	0	2	3	-1
COc1cc(NC(=O)Cc2cccs2)c(C(=O)O)cc1OC	-0.9	0	0	1	0	1	-3	.	2
Cc1ccsc1C1NC(=O)c2ccccc2N1 (stereo unspecified)	-2.6	0	3	-2	17	0	-4	2	2

Reformatted with two lines to a compound: entries from further up.
Each structure is followed by: PP5 inh | TPT1 inhibitor | Fh CTSL1 inh | procasp3 activ | AHR activator | core dimer inh | PP1 inh | PAFAH2 FP inh | proCasp7 act
- CC(C)(C)c1cc(CN(CCO)CCO)c(O)c(C(C)(C)C)c1
    1.6 | 3 | -3 | -2 | 0 | -5 | -4 | 1 | -4
- COc1ccc2cc(OCC(=O)NNC(=O)Nc3ccc(F)cc3)ccc2c1
    -0.8 | 2 | -1 | 0 | 10 | 11 | -2 | -6 | 5
- COc1ccc(S(=O)(=O)NNC(=O)c2csc(-n3nc(C)cc3C(F)(F)F)n2)cc1OC
    0.2 | -6 | 1 | -3 | 6 | 6 | 1 | 0 | 1

Other structures.
SMILES	PP5 inh	TPT1 inhibitor	Fh CTSL1 inh	procasp3 activ	AHR activator	core dimer inh	PP1 inh	PAFAH2 FP inh	proCasp7 act
O=C(COc1ccccc1)N=C1SC2CS(=O)(=O)CC2N1c1ccc(F)cc1F (stereo unspecified)	-0.4	-8	1	1	-1	2	-1	-3	3
CCCCCN(C(=O)CCC(=O)OC(C)C(=O)c1ccccc1)c1c(N)n(CCCC)c(=O)[nH]c1=O (stereo unspecified)	-0.6	-3	1	-8	-2	-8	-2	0	10
Cn1c(CSc2nc3ccccc3s2)nnc1SCC(=O)NCc1cccnc1	1.9	1	-5	2	10	1	-7	-3	0
COCCN(CCOC)Cc1c(C)[nH]c2ccccc2c1=O	2.8	-2	-2	5	0	-3	0	-14	13
C/C(=C/C(=O)N1CCc2ccccc21)C(=O)O	0.2	0	-2	-2	5	-1	0	2	4
O=S(=O)(Cc1ccccc1)N1CCC(c2nc(-c3cccs3)no2)CC1	1.5	-2	0	-2	2	-3	2	-5	-8
O=C(c1nn(-c2ccccc2)c(=O)c2ccccc12)N1CCN(c2ncccn2)CC1	-1.0	2	2	-7	0	1	-2	3	1
O=c1c2ccccc2cnn1Cc1n[nH]c(=S)n1-c1ccc(Cl)cc1	1.2	4	-7	1	-1	-1	-4	-1	6
COc1cccc(NC(=O)CN(C)C(=O)COc2ccc3ccccc3c2)c1	-1.4	-1	1	3	2	1	-2	2	-3
O=C(/C=C/c1ccc(O)c(O)c1)c1ccc(S(=O)(=O)N2CCCCCC2)cc1	1.3	1	-6	-9	-1	40	7	8	-4
NC(=O)CCn1c2ccccc2c2ccccc21	0.9	-3	0	9	-2	0	0	-2	-9
O=C(NCc1ccccc1)c1ncn(Cc2ccccc2)c1C(=O)NCc1ccccc1	0.4	.	.	-9	2	.	0	4	5
COc1ccc(OC)c(-n2nnnc2SCC(=O)Nc2ccc3c(c2)OCCO3)c1	0.3	1	5	-1	7	2	-1	-7	-12
CCCN(CCC)CC(=O)NCC1(c2ccccc2)CCOCC1	-1.2	-3	-1	-3	2	1	-5	-2	2
COc1cccc(-n2c(SCC(=O)NCC3CCCO3)nc3c([nH]c4ccccc43)c2=O)c1 (stereo unspecified)	2.8	-1	4	10	88*	-7	1	-1	3
Cc1ccc(C(C(=O)NC(C)(C)C)N(CC2CCCO2)C(=O)c2csnn2)cc1 (stereo unspecified)	0.3	0	5	2	0	0	-3	-7	-7
CCn1c(SCC(=O)NNC(=O)c2ccc(OC)cc2)nnc1C(C)C	-0.4	3	0	-2	-3	8	2	-8	7
CCCSc1nc(C)c(CC(=O)O)c(=O)[nH]1	1.4	-4	-2	-4	-1	0	-3	4	1
CCOC(=O)C1=NNC2(c3ccccc3)C(=O)N(c3cccc(Br)c3)C(=O)C12 (stereo unspecified)	1.7	-5	-2	-5	-1	7	2	-7	-4
CCCc1nnc(NC(=O)CCC(=O)N2CCCCCC2)s1	-0.2	-1	-6	7	9	-3	-4	6	11
O=C(COC(=O)Cn1nnc(-c2ccccc2)n1)Nc1ccccc1Br	.	.	.	-2	0	.	.	1	6
CCN(CC)C(NC(=O)c1ccccc1)C(=O)c1ccccc1 (stereo unspecified)	2.7	16	1	-2	7	6	-3	3	-11
CCOC(=O)c1cc(-c2ccc(OC(F)F)cc2)nc2nc(SC)[nH]c(=O)c12	-2.7	-1	1	7	11	4	-1	5	4
CSc1cccc(NC(=O)C2C3C=CC4(O3)C2C(=O)N(CCCN2CCOCC2)C4C(=O)NC2CCCCC2)c1 (stereo unspecified)	-1.2	2	0	-3	0	2	-3	3	-6
CCOc1ccccc1N(CC(=O)Nc1ccccc1F)S(=O)(=O)c1ccccc1	1.1	-4	-1	-1	1	2	5	1	11
COc1cc(/C=C2\C(=O)NN(c3ccccc3)C2=O)ccc1OCC(N)=O	2.3	-4	-2	-4	1	-5	-2	.	-9
O=C(Nc1ccc2c(c1)OCCO2)c1cccc2nc3ccccc3nc12	-1.4	0	1	0	35	8	0	22	6
COC(=O)N1C(=O)[C@](c2ccc(Cl)cc2)(C(C)C)N1C(=O)OC	1.2	1	-1	-2	-1	9	2	-2	6
COc1ccccc1N1CCN(C(=O)c2cc3cc(Cl)ccc3[nH]2)CC1	4.0	-2	3	0	8	-5	3	4	8
COc1ccc(NC(=O)NNC(=O)c2ccc3ccccc3c2O)c(OC)c1	-1.8	-2	3	9	14	-15	0	0	-5
CC(=O)O[C@H]1CC[C@]2(C)[C@H]3CC=C4[C@@H]5[C@@H](C)[C@H](C)CC[C@]5(C(=O)O)CC[C@@]4(C)[C@]3(C)CC[C@H]2C1(C)C	1.5	-7	-2	2	-3	4	1	.	0
CC(=O)Nc1ccc(NC(=O)c2ccccc2N(C)S(C)(=O)=O)cc1	1.5	-1	-5	2	-1	-5	-5	-3	6
CCOC(=O)c1c(C)c(C(=O)NCCCOC)c(C)n1C	-0.9	0	-4	5	-1	2	-4	-9	-5
CC(NC(=O)COC(=O)/C=C/c1ccc2c(c1)OCO2)c1ccccc1 (stereo unspecified)	1.2	.	.	11	9	.	-2	47*	6
Cc1ccc(S(=O)(=O)N2CCCC(NC(=O)N3CCN(c4ccccc4)CC3)C2)cc1 (stereo unspecified)	2.3	2	-1	5	2	14	-8	2	-4
CC1(C)CC(=O)C(C2C3=C(CC(C)(C)CC3=O)Oc3ccccc32)C(=O)C1 (stereo unspecified)	-1.6	-3	8	0	-1	-3	-2	0	2
